From PubChem BioAssay
FAK inh: inhibitors of human focal adhesion kinase; 97,000 tested, 0.84% active; biochemical FAK kinase activity assay; inhibition, %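 (tested at 7 µM)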; in the data active means inhibition above about 19%;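 further: 0% = DMSO and 100% = reference compound high control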
PLK1 inh: blocks human PLK1 kinase activity. P53350. recombinant PLK1 kinase, TR-FRET peptide phosphorylation. inhibition, % at 10 µM. 97,000 tested, 0.53% active;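 active means inhibition of 50% or more in the single-concentration screen; inactive means inhibition below 50%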;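 further: 0% = DMSO max control and 100% = H-89 dihydrochloride min control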
ERa coact inh: blocks coactivator binding to human estrogen receptor alpha. P03372. TR-FRET ER-alpha LBD / SRC-1 peptide, estradiol-bound. inhibition, % at 25.6 µM. 86,000 tested, 1.7% active. AID 629; in the data active means inhibition above about 50%;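 further: 0% = receptor plus peptide control and 100% = peptide only without receptor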
Plk1 PBD FP: inhibitors of human Plk1 polo box domain binding; AID 693; P53350; 97,000 tested, 0.13% active; Plk1 PBD phosphopeptide binding, fluorescence polarization; inhibition, %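 (tested at about 20 µM)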; in the data active means inhibition above about 34%, passing the limit was not always enough
Mac1 fbg enh: enhancers of human CD11b/CD18 binding to fibrinogen; P05107+P11215; K562 CD11b/CD18 adhesion to fibrinogen, ATPlite luminescence; activation, % at 10 µM; 93,000 tested, 0.07% active; AID 1499;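 active means 10 µM primary screen giving 50% or more activity, confirmed by 40% or more on retest at that dose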; further: strong numbers were not always called active
Target sequence (P05107 whole entry, looked up, other chains not shown): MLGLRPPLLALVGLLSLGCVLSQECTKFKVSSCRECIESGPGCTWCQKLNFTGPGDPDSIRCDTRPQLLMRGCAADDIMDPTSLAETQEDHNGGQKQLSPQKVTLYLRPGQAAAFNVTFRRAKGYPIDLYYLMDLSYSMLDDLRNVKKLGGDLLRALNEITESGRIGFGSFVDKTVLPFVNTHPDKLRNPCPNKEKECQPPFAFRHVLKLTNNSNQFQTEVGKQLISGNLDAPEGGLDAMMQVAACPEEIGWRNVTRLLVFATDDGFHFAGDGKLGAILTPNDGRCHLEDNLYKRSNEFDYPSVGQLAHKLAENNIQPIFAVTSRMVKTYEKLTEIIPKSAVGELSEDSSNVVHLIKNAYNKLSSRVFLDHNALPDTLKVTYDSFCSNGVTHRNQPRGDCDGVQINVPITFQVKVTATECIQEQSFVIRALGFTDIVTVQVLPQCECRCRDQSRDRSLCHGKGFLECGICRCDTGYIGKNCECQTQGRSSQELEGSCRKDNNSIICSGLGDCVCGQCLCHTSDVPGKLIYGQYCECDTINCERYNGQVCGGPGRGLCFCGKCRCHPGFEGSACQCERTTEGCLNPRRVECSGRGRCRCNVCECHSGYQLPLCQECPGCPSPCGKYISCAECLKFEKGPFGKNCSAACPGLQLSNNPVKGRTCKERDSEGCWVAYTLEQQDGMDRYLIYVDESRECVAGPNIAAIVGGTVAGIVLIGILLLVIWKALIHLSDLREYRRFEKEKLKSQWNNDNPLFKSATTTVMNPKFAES
Mac1 fbg inh: CD11b/CD18-fibrinogen binding inhibition. 93,000 tested, 0.54% active. K562 CD11b/CD18 adhesion to fibrinogen, ATPlite luminescence; Mn2+ added to activate the integrin. inhibition, % at 10 µM;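 active means primary inhibition of 50% or more at 10 µM, then 40% or more on retest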; further: some results filed as inactive read as strong as hits
HIV Rev-RRE inh: disrupts HIV-1 Rev binding to RRE RNA. P05866. Rev peptide-RRE RNA binding, FRET. inhibition, % at 8 µM. 97,000 tested, 0.79% active. AID 704;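 active means inhibition above the screen-wide mean plus 3 SD, cut at about 35% in these data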;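 further: 0% = median DMSO wells and 100% = median Neomycin B control wells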
Target sequence (P05866 whole entry, looked up): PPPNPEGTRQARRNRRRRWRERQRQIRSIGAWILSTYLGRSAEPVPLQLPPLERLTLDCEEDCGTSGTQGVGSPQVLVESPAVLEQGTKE
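Test system – labelled RRE RNA duplex and labelled Rev peptide · Signal – fluorescein-to-Cy5 FRET, 480 nm excitation · Evaluation – % inhibition of FRET ratio versus controls · Benchmarks – DMSO low control, neomycin B high control · Incubation – 5 min RNA-compound premix plus 15 min binding step, 25 °C · Medium – HEPES pH 7.5 salt buffer with EDTA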
ERb coact inh: blocks coactivator binding to human estrogen receptor beta; Q92731; TR-FRET ER-beta LBD / SRC1-Cy5 peptide binding; receptor agonist-loaded with 1 µM estradiol; inhibition, % at 25.6 µM; 86,000 tested, 1.3% active; AID 633;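 active means compounds whose percent inhibition of the receptor-coactivator binding signal exceeds about 50% in the single-dose screen, limit read from the data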;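 further: 0% = receptor plus peptide wells without compound and 100% = peptide-only wells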
ERa coact pot: ER-alpha (human) coactivator binding potentiation | coactivator binding (% of control), % at 25.6 µM | TR-FRET ERalpha-LBD/SRC-Cy5 coactivator binding, 2 h; 100 = basal binding, no effect | P03372 | 86,000 tested, 1.3% active; in the data active means activity above about 200%;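 further: binding measured in presence of low estradiol as agonist stimulus; 0% = peptide alone without receptor and 100% = receptor with peptide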
Numbers without * were called inactive; . = not tested or not shown; [ ] = dose if it differs, or a comment. Rows were taken by chance (roughly 4.7% active in at least one column).

cpd	smiles	FAK inh	PLK1 inh	ERa coact inh	Plk1 PBD FP	Mac1 fbg enh
1	N#Cc1cc2c(nc1SCC1COc3ccccc3O1)CCC2 (stereo not drawn)	2	-15	.	-33	1
2	Cn1c(SCC(=O)Nc2cccc(NC(=O)c3cccs3)c2)nnc1-c1ccncc1	1	0	0	7	-3
3	CC1CCN(CCCOc2ccc(OCc3ccccc3)cc2)CC1	-2	-2	.	-8	-2
4	O=C(CSc1nnc2ccccn12)NC(=O)NC1CCCCC1	4	-16	10[fluorescence artefact?]	-6	-5
5	Cc1cc(C)cc(NC(=O)CCNS(=O)(=O)c2ccc3c(c2)oc(=O)n3C)c1	-1	-7	2	7	.
6	CCc1c(C(=O)N/N=C/c2ccc(C)o2)csc1C	2	-4	-4	-5	.
7	CCOCCCNS(=O)(=O)c1ccc2c(c1)CCN2C(C)=O	-3	-3	2	-3	-4
8	CC1=CC(C)(C)N2C(=O)C3(C(C#N)=C(N)Oc4cc(O)ccc43)c3cccc1c32 (stereo not drawn)	-1	2	-8	-24	2
9	COc1ccc(NCc2nnc(SCC(=O)N3CCCc4ccccc43)o2)cc1	-1	-13	-12	10	2
10	CCc1nnc(NC(=O)CSc2nccn2-c2cc(C)cc(C)c2)s1	5	-9	13[fluorescence artefact?]	-3	11
11	CCN(CCCNC(=O)CN(C)S(=O)(=O)c1cccc2nsnc12)c1ccccc1	2	-4	6	8	-4
12	CC(CCc1ccccc1)NC(=O)C1CCN(c2nnc(-n3cccc3)s2)CC1 (stereo not drawn)	.	.	-1	.	-4

cpd	Mac1 fbg inh	HIV Rev-RRE inh	ERb coact inh	ERa coact pot
1	-11	7	.	.
2	0	5	-1	96
3	0	6	.	.
4	8	1	6[fluorescence artefact?]	107
5	.	0	5	122
6	.	4	3	88
7	-9	0	4	104
8	8	12	5	72
9	-18	-7	-3	123
10	1	5	-3[fluorescence artefact?]	102
11	4	4	-13[fluorescence artefact?]	113
12	7	.	9	85

From no. 1 up to 5, as listed above:
cpd	smiles	FAK inh	PLK1 inh	ERa coact inh	Plk1 PBD FP	Mac1 fbg enh
1	N#Cc1cc2c(nc1SCC1COc3ccccc3O1)CCC2 (stereo not drawn)	2	-15	.	-33	1
2	Cn1c(SCC(=O)Nc2cccc(NC(=O)c3cccs3)c2)nnc1-c1ccncc1	1	0	0	7	-3
3	CC1CCN(CCCOc2ccc(OCc3ccccc3)cc2)CC1	-2	-2	.	-8	-2
4	O=C(CSc1nnc2ccccn12)NC(=O)NC1CCCCC1	4	-16	10[fluorescence artefact?]	-6	-5
5	Cc1cc(C)cc(NC(=O)CCNS(=O)(=O)c2ccc3c(c2)oc(=O)n3C)c1	-1	-7	2	7	.

cpd	Mac1 fbg inh	HIV Rev-RRE inh	ERb coact inh	ERa coact pot
1	-11	7	.	.
2	0	5	-1	96
3	0	6	.	.
4	8	1	6[fluorescence artefact?]	107
5	.	0	5	122

The results go on:
cpd	smiles	FAK inh	PLK1 inh	ERa coact inh	Plk1 PBD FP	Mac1 fbg enh
13	Cc1c(N=C/C=C2/N(C)c3ccccc3C2(C)C)c(=O)n(-c2ccccc2)n1C	-4	-9	-10[fluorescence artefact?]	-11	.
14	N#Cc1nc(COc2ccc(Cl)cc2)oc1N1CCN(Cc2ccccc2)CC1	1	9	.	-12	-5
15	COC(=O)Cn1cnc2c(nnn2Cc2ccc(Cl)cc2)c1=O	7	-18	9[fluorescence artefact?]	2	-1
16	CCN1CCN(CC(=O)Nc2cc(F)ccc2C)CC1	1	-15	6[fluorescence artefact?]	-4	-2
17	CC1(C)Cc2nc(N)c(=O)sc2C1	1	-18	-4	3	0
18	O=C(CSC(=S)N1CCOCC1)N1N=CCC1c1ccccc1 (stereo not drawn)	2	7	19	32	-1
19	Cc1ccc(N2CCN(C3=NC(=O)/C(=C\c4cccs4)S3)CC2)cc1	-1	-9	.	1	-2
20	Cn1c2ccccc2c(=O)c2c(=O)n(C3CCCCC3)c(-c3cccs3)nc21	6	-11	30[fluorescence artefact?]	0	-4
21	COc1ccc(N(CC(=O)Nc2ccc(OC)c(Cl)c2)S(=O)(=O)c2c(C)noc2C)cc1	2	-8	-3	-26	4
22	O=C(Nc1ncc(Cc2ccccc2Cl)s1)C1CCCO1 (stereo not drawn)	4	3	0	-10	.
23	CCCC(=O)Nc1cc(-c2cn3cccnc3n2)ccc1OC	9	-28	.	4	-1
24	CC1CN(C(=O)C(C)N2C(=O)c3ccccc3C2=O)CC(C)O1 (stereo not drawn)	.	.	-6	.	-1

cpd	Mac1 fbg inh	HIV Rev-RRE inh	ERb coact inh	ERa coact pot
13	.	19	1[fluorescence artefact?]	94[fluorescence artefact?]
14	5	-2	.	.
15	6	13	6[fluorescence artefact?]	114
16	-21	0	7	103
17	-5	0	1	101
18	2	7	-15	100
19	15	3	.	.
20	-1	19	4[fluorescence artefact?]	436*[fluorescence artefact?]
21	-9	8	4	99[fluorescence artefact?]
22	.	6	-5	112
23	-4	9	.	.
24	-14	.	-12	92

Values by screen from above.
Compounds 13–23 in HIV Rev-RRE inh read 19, -2, 13, 0, 0, 7, 3, 19, 8, 6, 9
Compounds 13–23 in Mac1 fbg inh read ., 5, 6, -21, -5, 2, 15, -1, -9, ., -4

Remaining list, next part
cpd	smiles	FAK inh	PLK1 inh	ERa coact inh	Plk1 PBD FP	Mac1 fbg enh
25	CCOC(=O)c1c(C)n(OC)c2ccc3c(no[n+]3[O-])c12	-2	-6	-11	-7	1
26	CCN1CCN(CC(=O)c2c[nH]c3ccccc23)CC1	1	-1	.	0	3
27	COC(=O)CNC(=O)c1c(C)cc(=O)oc1C	-1	3	-1	4	3
28	Nc1nncn1C(=O)CCc1ccccc1	4	6	-2	11	1
29	CC12CCC(C(N)=O)(c3nc4ccccc4nc31)C2(C)C (stereo not drawn)	-4	-5	3[fluorescence artefact?]	-19	0
30	CN(CC(=O)NCc1ccccn1)S(=O)(=O)c1ccccc1	-7	-8	-7	-6	0
31	COC(=O)Cc1csc(Nc2c(C)n(C)n(-c3ccccc3)c2=O)n1	-2	-10	-49	1	4
32	O=C(O)CC1C(=O)NCCN1C/C=C/c1ccccc1 (stereo not drawn)	1	-11	.	-16	2
33	COc1ccc(OC)c(NC(=O)c2ccc(CN3CCOCC3)cc2)c1	.	.	-21	.	-3
34	CCCCNC(=O)c1sc2nc(C)cc(COC)c2c1-n1cccc1	-7	-10	-11	20	-2
35	O=S(=O)(c1ccccc1Cl)N1CCCC1c1nc(-c2ccc(Cl)cc2)no1 (stereo not drawn)	-5	0	.	-12	-11
36	FC(F)(F)c1cccc(-c2nnc3ccc(C(F)(F)F)cn23)c1	7	-3	10	-4	-5

cpd	Mac1 fbg inh	HIV Rev-RRE inh	ERb coact inh	ERa coact pot
25	-8	9	-2[fluorescence artefact?]	129[fluorescence artefact?]
26	-16	4	.	.
27	-15	7	6[fluorescence artefact?]	87
28	2	11	12	82
29	-8	1	2	154
30	-3	4	-10	90[fluorescence artefact?]
31	-7	4	-23	123
32	4	3	.	.
33	19	.	-29	109
34	-6	-1	-8	106
35	95	13	.	.
36	2	7	6[fluorescence artefact?]	83[fluorescence artefact?]

New compounds follow:
cpd	smiles	FAK inh	PLK1 inh	ERa coact inh	Plk1 PBD FP	Mac1 fbg enh
37	COc1ccc(/C(O)=C2/C(=O)C(=O)N(c3nc(C)c(C)s3)C2c2ccco2)cc1 (stereo not drawn)	-8	0	3	-16	-2
38	Cc1ccc(-c2nn3c(-c4ccco4)nnc3c3ccccc23)cc1S(=O)(=O)NCC1CCCO1 (stereo not drawn)	7	-7	55*[fluorescence artefact?]	14	-1
39	O=C(CS(=O)(=O)c1cn(Cc2ccc(Cl)cc2)c2ccccc12)N1CCOCC1	.	.	-3	.	-2
40	CCCCn1c(=O)n(CC(O)c2ccccc2)c(=O)c2c1ncn2C1CCCC1 (stereo not drawn)	1	10	1[fluorescence artefact?]	-28	-1
41	COCCn1cnc2c1c(=O)n(CC(=O)Nc1cc(C)on1)c(=O)n2Cc1ccccc1	7	-14	-2	-16	-2
42	CCN(CC)S(=O)(=O)c1ccc(NC(=O)c2ccccc2N(C)S(C)(=O)=O)cc1	-2	-6	4	-29	-4
43	COc1ccc(N(CC(=O)N2CCc3ccccc3C2)S(=O)(=O)c2c(C)nn(C)c2C)cc1	3	-6	-4	0	4
44	O=C(CCC1CCCC1)NCc1cccs1	0	-12	0	-21	.
45	CCOC(=O)c1ccc(NC(=O)CN(C)S(=O)(=O)c2ccc(OC)cc2)cc1	1	0	0	-25	4
46	CCOc1ccc(C(=O)NC(=S)N(Cc2ccccc2)Cc2ccccc2)cc1	-9	-12	.	-9	.
47	FC(F)(F)c1nc(N2CCN(c3ccccc3)CC2)nc2c1CCCCC2	.	.	2[fluorescence artefact?]	.	0
48	CCOC(=O)c1ccc(NC(=O)CN2C(=O)CSC2=O)cc1	4	-2	1	-15	3

cpd	Mac1 fbg inh	HIV Rev-RRE inh	ERb coact inh	ERa coact pot
37	-17	3	13	83
38	-8	9	30[fluorescence artefact?]	218*
39	-5	.	-9	108[fluorescence artefact?]
40	-13	6	-10	132[fluorescence artefact?]
41	-2	5	-13	118
42	-48	2	19	99
43	-15	0	-7	93
44	.	5	-8	136
45	-3	5	5	107
46	.	-8	.	.
47	11	.	-3[fluorescence artefact?]	103
48	-9	11	-8[fluorescence artefact?]	98

3 entries already listed, ordered by the value under ERb coact inh, low to high:
entry	SMILES	FAK inh	PLK1 inh	ERa coact inh	Plk1 PBD FP	Mac1 fbg enh	Mac1 fbg inh	HIV Rev-RRE inh	ERb coact inh	ERa coact pot
31	COC(=O)Cc1csc(Nc2c(C)n(C)n(-c3ccccc3)c2=O)n1	-2	-10	-49	1	4	-7	4	-23	123
21	COc1ccc(N(CC(=O)Nc2ccc(OC)c(Cl)c2)S(=O)(=O)c2c(C)noc2C)cc1	2	-8	-3	-26	4	-9	8	4	99[fluorescence artefact?]
42	CCN(CC)S(=O)(=O)c1ccc(NC(=O)c2ccccc2N(C)S(C)(=O)=O)cc1	-2	-6	4	-29	-4	-48	2	19	99

(more compounds)
cpd	smiles	FAK inh	PLK1 inh	ERa coact inh	Plk1 PBD FP	Mac1 fbg enh
49	Cc1ccc(S(=O)(=O)Cn2nnnc2C(CC(C)C)N2CCN(c3ccc(F)cc3)CC2)cc1 (stereo not drawn)	2	-5	-1	0	15
50	CCCCc1[nH]nc2c1C1(C(=O)N(CC)c3ccccc31)C(C#N)=C(N)O2 (stereo not drawn)	8	-14	-12	7	-3
51	COc1cc(CNn2c(C)n[nH]c2=S)cc(Cl)c1OCc1ccc(F)cc1	5	-3	.	5	-7
52	COCCn1nnnc1C(c1ccc2ncccc2c1)N1CCN(c2ccccc2F)CC1 (stereo not drawn)	3	-12	3[fluorescence artefact?]	-10	-3
53	CCOC(=O)N1CCC(NC(=O)CNS(=O)(=O)c2ccc(Br)s2)CC1	0	5	-8	-21	-3
54	COC(=O)c1sc(NC(=O)CSc2nnc(C(C)C)n2C)nc1C	6	-1	17	0	3
55	O=C(Nc1ccc(S(=O)(=O)N2CCCCC2)cc1)c1ccncc1	-1	-6	-9	-34	-1
56	O=C(Nc1nc(=O)c2ccccc2s1)c1ccccc1	-1	-6	2	-17	7
57	CCOC(=O)C1CCCCN1C(=O)CCc1c(C)nc2cc(-c3ccccc3)nn2c1C (stereo not drawn)	2	-6	0	8	-3

cpd	Mac1 fbg inh	HIV Rev-RRE inh	ERb coact inh	ERa coact pot
49	-25	-1	1	96[fluorescence artefact?]
50	-7	7	-2	74
51	17	-1	.	.
52	0	0	1[fluorescence artefact?]	146
53	0	2	-4	99
54	-38	-2	-8	113
55	12	1	-6	124
56	-30	3	17	106
57	-4	1	-10	98
